HepG2 tox: qHTS for Inhibitors of TGF-b: Cytotox Counterscreen; HepG2 CAGA-GFP viability, ATP luminescence, 18 h; Potency, µM (top dose mostly 46.1 µM), for the others: at the highest dose activity change, negative = cytotoxicity, most hits filed as cytotoxic; 410,000 tested, 0.76% active; AID 588856, 2011; also: potency is read from the fitted curve at half-maximal effect; some results filed as inactive show a strong effect at the top dose
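HepG2 CAGA-GFP cells (1000/well, DMEM with 1% FBS) received compound, then TGF-beta at 500 pg/mL final, and were incubated 18 hours at 37 degrees C. Viability was read by CellTiter-Glo luminescence. Media-only wells were set as complete cell-killing and DMSO as no toxicity.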
MCF10A rereplic: A quantitative high throughput screen for small molecules that induce DNA re-replication in MCF 10a normal breast cells | AID 624296, 2012 | MCF 10A DNA re-replication, Hoechst nuclear intensity, 48 h | Potency, µM (series often up to 46.1 µM), for inactives: top-dose activity, positive = re-replication, actives largely listed as activators | 350,000 tested, 2.9% active; also: potency is read from the fitted curve at half-maximal effect; % of control where 0% means no effect; nearly all actives have a fitted effect of over 50% in size
A549 tox: Nrf2 qHTS screen for inhibitors: counterscreen for cytotoxicity; AID 504648, 2011; Potency, µM (top dose mostly 46 µM), for the others: at the highest dose activity change, negative = cytotoxicity, actives largely listed as inhibitors; 390,000 tested, 0.16% active; A549 ARE-Fluc cells, CellTiter-Fluor viability, 18-24 h; also: potency is read from the fitted curve at half-maximal effect; % is scaled to controls: 0 for no effect and ±100 for the full control effect
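Cytotoxicity counterscreen: CellTiter-Fluor fluorescence was measured in A549 ARE_Fluc cells after 18-24 h of compound exposure in a concentration series. The subsequent BugLite luminescent read reports ARE-luciferase activity.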
ATXN2 expr inh: Primary qHTS for Inhibitors of ATXN expression; 360,000 tested, 0.72% active; AID 1745845, 2022; Potency, µM (series often up to 57 µM), inactives show at the top dose activity change, negative = inhibition, most hits filed as inhibitors; HEK-293 ATXN2-luciferase reporter, luminescence, 24 h; also: potency is read from the fitted curve at half-maximal effect; % is scaled to controls: 0 for no effect and ±100 for the full control effect; nearly all actives have a fitted effect of over 55% in size
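qHTS (up to 57 uM final) was run with 24 h compound exposure of reporter cells at 37 °C. Each well was multiplexed: SteadyGlo luminescence measured ATXN2-luciferase expression after a fluorogenic Gly-Phe-AFC viability readout (25 uM final).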
TGFb inhibitor: qHTS for Inhibitors of TGF-b. HepG2 CAGA-GFP TGF-b/SMAD3 reporter, GFP fluorescence, 18 h; TGF-beta stimulated, 500 pg/mL final. Potency, µM (titrated, usually from 46.1 µM), for inactives: at the highest dose activity, negative = inhibition, usual class: inhibitors. 410,000 tested, 1.2% active. AID 588855, 2011; also: potency is read from the fitted curve at half-maximal effect; % is scaled to controls: 0 for no effect and ±100 for the full control effect; nearly all actives have a fitted effect of over 65% in size
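Inhibition of TGF-beta-driven CAGA-GFP reporter expression in HEPG2 cells is measured by cellular GFP fluorescence after 18 h stimulation with 500 pg/mL recombinant TGF-beta in 1% FBS medium at 37 degrees C.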
ATXN viability: Viability Counterscreen for Primary qHTS for Inhibitors of ATXN expression; 400,000 tested, 0.49% active; S2 cells (HEK-293 line with an ATXN2-luciferase reporter) viability, CellTiter-Fluor protease fluorescence, 24 h; AID 651635, 2014; Potency, µM (top dose mostly 56.7 µM), usual class: cytotoxic; also: potency is read from the fitted curve at half-maximal effect; nearly all actives have a fitted effect of over 40% in size
IL-1B inflam inh: qHTS for Inhibitors of Inflammasome Signaling: IL-1-beta AlphaLISA Primary Screen; THP-1 LPS/ATP IL-1B secretion, AlphaLISA, 16 h; active compounds read low; activity change, % at 57.5 µM; 360,000 tested, 4.7% active; AID 743279, 2014; in the data active = activity change below about -50%; inconclusive = mostly about -30% to -49%; also: % is scaled to controls: 0 for no effect and ±100 for the full control effect
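Secreted IL-1B measured by AlphaLISA bead assay after 16 h compound exposure of THP-1 cells; compounds (final up to 57.5 uM) added 1 h before LPS (250 ng/mL) and ATP (1.25 mM) stimulation; lower signal means less secretion.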
Nrf2 block: Nrf2 qHTS screen for inhibitors; A549 ARE-Fluc reporter, luciferase luminescence, 18-24 h; Potency, µM (series often up to 46 µM), inactives show at the highest dose activity change, negative = inhibition, usual class: inhibitors; 360,000 tested, 2.1% active; AID 504444, 2011; also: potency is read from the fitted curve at half-maximal effect; % is scaled to controls: 0 for no effect and ±100 for the full control effect; nearly all actives have a fitted effect of over 60% in size
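Cells were seeded and rested 2 h, then exposed to compounds for 18-24 h. CellTiter-Fluor was read first as a viability measure. BugLite was added 15 min before the final luminescent read of ARE-luciferase activity in A549 cells.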
Nrf2 activator: qHTS of Nrf2 Activators. Potency, µM (titrated, usually from 46.1 µM), inactives show at the highest dose activation, most hits filed as activators. 410,000 tested, 0.31% active. AREc32 ARE-luciferase reporter (MCF7-derived line), luminescence, 24 h; also: potency is read from the fitted curve at half-maximal effect; % of control where 0% means no effect; nearly all actives have a fitted effect of over 65% in size
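Each well held 1000 AREc32 cells, which were incubated with compound for 24 hr at 37 deg C after overnight attachment, and ARE reporter activity was quantified by firefly luciferase luminescence.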
The depositor's hits bear a star; i = inactive; u = inconclusive; x = no result given; [ ] = remark or other dose. Unless noted, calls follow the shape of the dose curve; as a rule, active = well fitted curve in the direction sought with a large enough effect; inconclusive = small, poorly fitted or top-dose-only effect, or another doubt; inactive = no such curve, though single readings can be large; an effect the other way counts as inactive or inconclusive.

No.	Molecule	HepG2 tox	MCF10A rereplic	A549 tox	ATXN2 expr inh	TGFb inhibitor
1	CCNCC(=O)N1c2ccccc2CCc2ccc(NC(=O)OCC)cc21	-13.2%	-19.3%	-2.3%	-30.7%	1.2%
2	CCOC(=O)N/N=C(\C)c1cccs1	-17.1%	1.0%	2.1%	8.5%	-15.0%
3	O=C(NN=C1CCC(=NNC(=O)c2cccnc2)CC1)c1cccnc1	-22.1%	0.581µM*	-1.1%	-4.7%	-19.8%
4	CCOc1ccccc1NC(=O)C1CCCN(S(=O)(=O)c2cccs2)C1 (stereo not given)	-5.8%	x	4.0%	-18.4%	u
5	CCCCn1c(N)c(N(CCC(C)C)C(=O)C(C)N2C(=O)c3ccccc3C2=O)c(=O)[nH]c1=O (stereo not given)	-23.4%	15.0%	-9.5%	-8.9%	23.4%
6	CCn1c2ccccc2c2cc(CN3CCN(Cc4cc(OC)c(O)c(OC)c4)CC3)ccc21	-106.7%	x	-0.8%	x	u
7	COCCN(C(=O)COC(=O)C1CCCCC1)c1c(N)n(Cc2ccccc2)c(=O)[nH]c1=O	-24.3%	x	x	x	-7.5%
8	CCCCP(=O)(CCCC)CCP(=O)(c1ccccc1)c1ccccc1	4.2%	0.4%	-5.5%	7.8%	-7.7%
9	CCOC(=O)c1ccc(CN(Cc2ccc(Cl)cc2Cl)S(=O)(=O)c2cccc(Cl)c2)cc1	0.6%	x	-5.9%	x	-1.2%
10	COc1ccc(Cl)cc1Nc1nc(Cl)nc(NCCO)n1	3.2%	x	x	x	-13.5%

No.	ATXN viability	IL-1B inflam inh	Nrf2 block	Nrf2 activator
1	i	-69.4*	1.2%	-0.5%
2	i	-7.0	u	6.3%
3	i	5.7	-7.7%	3.2%
4	u	x	-26.4%	0.5%
5	i	1.2	1.9%	0.2%
6	x	x	-13.2%	u
7	i	7.1	x	0.2%
8	i	-1.0	u	0.6%
9	x	x	x	-1.2%
10	i	-26.4	x	u

Five structures from above, sorted by formula weight, low to high.
No.	Molecule	HepG2 tox	MCF10A rereplic	A549 tox	ATXN2 expr inh	TGFb inhibitor
10	COc1ccc(Cl)cc1Nc1nc(Cl)nc(NCCO)n1	3.2%	x	x	x	-13.5%
8	CCCCP(=O)(CCCC)CCP(=O)(c1ccccc1)c1ccccc1	4.2%	0.4%	-5.5%	7.8%	-7.7%
4	CCOc1ccccc1NC(=O)C1CCCN(S(=O)(=O)c2cccs2)C1 (stereo not given)	-5.8%	x	4.0%	-18.4%	u
6	CCn1c2ccccc2c2cc(CN3CCN(Cc4cc(OC)c(O)c(OC)c4)CC3)ccc21	-106.7%	x	-0.8%	x	u
5	CCCCn1c(N)c(N(CCC(C)C)C(=O)C(C)N2C(=O)c3ccccc3C2=O)c(=O)[nH]c1=O (stereo not given)	-23.4%	15.0%	-9.5%	-8.9%	23.4%

No.	ATXN viability	IL-1B inflam inh	Nrf2 block	Nrf2 activator
10	i	-26.4	x	u
8	i	-1.0	u	0.6%
4	u	x	-26.4%	0.5%
6	x	x	-13.2%	u
5	i	1.2	1.9%	0.2%

New compounds follow.
No.	Molecule	HepG2 tox	MCF10A rereplic	A549 tox	ATXN2 expr inh	TGFb inhibitor
11	Cc1[nH]c2ccccc2c1C(=O)COC(=O)Cn1c(C)nc2ccccc21	11.2%	-1.7%	-0.1%	-15.2%	-3.4%
12	c1ccc2c(c1)nc(Nc1ccc(N3CCCCC3)cc1)c1nncn12	-37.2%	u	-5.2%	x	u
13	Cc1cc2ccccn2c1C(=S)NC(=O)c1ccccc1	-5.0%	14.5%	-3.2%	15.1%	0.0%
14	COc1ccc(CNC(=O)[C@H](C)NC(=O)N2CCn3c2nc2ccccc23)cc1	-16.6%	3.0%	-7.9%	-1.7%	-20.6%
15	Cc1ccc(-n2c(-c3ccncc3)nnc2-c2ccco2)cc1	-30.2%	0.7%	-9.4%	-6.7%	0.5%
16	Cc1ccc([N+](=O)[O-])cc1N(CC(=O)Nc1ccc(S(=O)(=O)Nc2cccc(C(F)(F)F)c2)cc1)S(C)(=O)=O	-91.4%	u	u	u	-93.6%
17	COCCNC(=O)c1cc2c(Br)ccc(Br)c2nc1N	x	x	x	7.7%	x
18	COc1nc(-c2ccc(C)cc2)ccc1-c1noc(-c2ccc(C(C)(C)C)cc2)n1	-26.8%	x	-4.2%	x	-18.9%
19	O=C(N/N=C1/CC(c2ccccc2)Oc2ccccc21)C1CC1 (stereo not given)	4.7%	12.0%	-2.1%	2.0%	6.1%
20	N#Cc1c(-c2ccccc2)nc(SCc2ccc(Cl)cc2)[nH]c1=O	2.5%	u	-1.5%	24.9%	0.0%

No.	ATXN viability	IL-1B inflam inh	Nrf2 block	Nrf2 activator
11	i	18.6	u	-0.6%
12	u	9.1	u	-0.2%
13	u	-12.8	17.8%	u
14	i	-15.7	1.7%	0.3%
15	i	-28.7	3.4%	-0.5%
16	i	-84.1*	20.6µM*	-1.0%
17	i	-2.5	x	7.3%
18	x	x	4.7%	-0.6%
19	i	-3.4	6.5%	2.7%
20	i	-54.3*	-11.7%	-0.4%

Other records follow:
No.	Molecule	HepG2 tox	MCF10A rereplic	A549 tox	ATXN2 expr inh	TGFb inhibitor
21	O=C(Nc1cc(Cl)ccc1-n1cncn1)c1ccc(F)c(S(=O)(=O)N2CCOCC2)c1	1.4%	1.2%	2.8%	-2.6%	2.5%
22	COCCCNC(=O)CN1C(=O)c2c(c3ccccc3n2C)C1c1ccc(OC)cc1 (stereo not given)	8.7%	x	-0.7%	x	-8.1%
23	COc1ccc(CC(N)c2csc(NC(=O)Nc3cc(OC)ccc3OC)n2)cc1 (stereo not given)	-62.9%	x	x	u	u
24	CC(=O)Nc1nonc1-c1nnc(SCc2ccccc2F)n1C	-17.3%	x	8.8%	8.3%	6.5%
25	CCOC(=O)N1CCN(C(=O)CSC2=NS(=O)(=O)c3cc(F)ccc3N2)CC1	2.8%	u	0.2%	2.2%	-24.9%
26	Cc1cccc(OCC(=O)Nc2ccc3oc(=O)ccc3c2)c1C	-10.8%	u	-0.5%	-11.6%	-30.8%
27	Cn1c(=O)cc(N2CCc3ccccc32)[nH]c1=O	-10.5%	4.3%	-2.8%	0.1%	-22.2%
28	COc1ccccc1/C=C(\NC(=O)c1ccc(OC)c(OC)c1)C(=O)Nc1cccc([N+](=O)[O-])c1	-0.8%	3.7%	-0.5%	x	9.6%
29	Cc1ccnc(N2C(=O)c3ccccc3C2Nc2cccc(C)c2C)c1 (stereo not given)	-4.3%	11.2%	-3.2%	7.5%	17.4%
30	CCc1nc(N2CCOCC2)c(C#N)c2c1COC(C)(C)C2	0.4%	-0.6%	9.8%	2.6%	-0.8%

No.	ATXN viability	IL-1B inflam inh	Nrf2 block	Nrf2 activator
21	i	4.3	0.5%	-0.1%
22	x	x	-3.8%	4.5%
23	u	0.0	x	1.0%[9.22 µM]
24	i	x	25.2%	-0.4%
25	i	15.8	4.3%	-0.9%
26	u	6.5	-10.7%	0.0%
27	i	-19.7	8.5%	-0.1%
28	i	0.0	-7.0%	3.3%
29	i	-1.1	9.4%	0.8%
30	i	-11.7	u	0.3%

Remaining list, next part.
No.	Molecule	HepG2 tox	MCF10A rereplic	A549 tox	ATXN2 expr inh	TGFb inhibitor
31	O=C(NC12CC3CC(CC(C3)C1)C2)C1CCCN1C(=O)NC1CCCCC1 (stereo not given)	-10.3%	0.9%	-4.0%	-6.9%	27.2%
32	Cc1ccc(CSc2nc3ccncc3n2CC(=O)Nc2cc(C)cc(C)c2)cc1	-63.9%	u	-21.8%	-24.8%	u
33	Cc1ccc(NC(=O)Cn2c(=O)ccn(Cc3ccccc3)c2=O)cc1S(=O)(=O)N1CCOCC1	-12.4%	8.8%	9.1%	1.2%	-6.4%
34	CCOC(=O)C1(C)CCCCCN1C(=O)c1snnc1C (stereo not given)	-2.5%	x	x	8.9%	18.7%
35	Cc1ccc(-n2nc3c(=O)n(C(C)C(=O)O)nc(C)c3c2C)cc1 (stereo not given)	-0.4%	x	2.3%	x	x
36	CC(=O)Nc1cccc(NC(=O)CCn2cnc3cc(C)c(C)cc32)c1	2.5%	-0.9%	1.7%	13.8%	u
37	CCN(CCO)Cc1csc2cc(C)ccc12	-27.7%	14.4%	1.3%	-10.2%	-0.8%
38	CCCCOC(=O)c1ccc(NC(=O)C(=O)NCc2ccccn2)cc1	0.5%	-4.9%	4.6%	-22.0%	0.7%
39	COc1ccc(NC(=O)C2CCC(CNS(=O)(=O)c3cccs3)CC2)cc1 (stereo not given)	-11.0%	-4.7%	-0.8%	0.0%	0.3%
40	O=C(/C(C=Nc1cc2c(oc1=O)CCCC2=O)=C(\O)c1ccccc1)c1ccccc1	17.2%	u	-12.1%	x	0.2%
41	CC(Oc1ccc(Cl)cc1Cl)C(=O)OCn1nnc2ccccc2c1=O (stereo not given)	-7.2%	-3.2%	-7.3%	-4.3%	0.3%
42	CCC1Oc2ccccc2C(=O)N(CC(=O)c2ccc3c(c2)OCCO3)C1=O (stereo not given)	-12.1%	-2.2%	-4.8%	16.5%	-4.9%
43	COc1cccc(OCc2cc(/C=N/Nc3ccc(C(=O)O)cc3)ccc2OC)c1	5.0%	u	-3.6%	49.4%[activator]	8.8%

No.	ATXN viability	IL-1B inflam inh	Nrf2 block	Nrf2 activator
31	i	1.3	4.0%	0.6%
32	u	26.7	-7.4%	0.0%
33	i	27.8	-4.7%	0.5%
34	i	35.3	x	-0.9%
35	x	x	10.1%	0.1%
36	i	40.9	10.4%	0.1%
37	i	-3.2	-3.3%	-0.7%
38	i	20.7	-0.5%	-0.4%
39	i	-7.5	2.6%	-0.7%
40	i	-5.0	11.8%	u
41	i	-5.6	-11.8%	0.2%
42	i	0.0	u	-0.3%
43	i	19.4	u	-0.7%
